DENV2 CPE – inhibitors of DENV2 cytopathic effect. DENV2-infected cells, cytopathic effect rescue, plate reader. CPE inhibition, % at 9.99 µM. 350,000 tested, 1.7% active. AID 651640; in the data active = CPE inhibition above about 20%, passing the limit was not always enough; inconclusive = no clear call, values can overlap the other calls; tested in BHK-21 cells;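 note: 0% = median of neutral control wells and 100% = median of positive control wells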
S100A4 MyoIIA – inhibitors of human S100A4 binding to myosin IIA peptide. S100A4/TAMRA-MyoIIA peptide fluorescence polarization. inhibition, % at 10.7 µM. 360,000 tested, 0.14% active;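 active = mean inhibition of at least 70% across replicates, with every replicate also reaching that level; inconclusive = mean inhibition reaches 70% but some replicates fall short; inactive = mean inhibition below 70%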
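Compound dosing: one dose per compound; test system: human S100A4 monomer with TAMRA-labelled myosin IIA peptide; probe or stimulus: TAMRA-labelled myosin IIA heavy-chain peptide probe, 5 nM; medium: HEPES buffer with Ca2+, pH 7.2; schedule: 5 min incubation before reading; benchmarks: neutral control DMSO, positive control TFP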
ERp5 inh – inhibitors of human ERp5. ERp5 insulin aggregation, absorbance 650 nm, 90 min. inhibition, % at 9.99 µM. 350,000 tested, 0.05% active;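 active = mean replicate inhibition above about 25%, with every replicate also reaching it, limit read from the data, passing the limit was not always enough; inconclusive = only one of those two criteria met; inactive = neither criterion met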
Target sequence (Q15084 whole entry, looked up): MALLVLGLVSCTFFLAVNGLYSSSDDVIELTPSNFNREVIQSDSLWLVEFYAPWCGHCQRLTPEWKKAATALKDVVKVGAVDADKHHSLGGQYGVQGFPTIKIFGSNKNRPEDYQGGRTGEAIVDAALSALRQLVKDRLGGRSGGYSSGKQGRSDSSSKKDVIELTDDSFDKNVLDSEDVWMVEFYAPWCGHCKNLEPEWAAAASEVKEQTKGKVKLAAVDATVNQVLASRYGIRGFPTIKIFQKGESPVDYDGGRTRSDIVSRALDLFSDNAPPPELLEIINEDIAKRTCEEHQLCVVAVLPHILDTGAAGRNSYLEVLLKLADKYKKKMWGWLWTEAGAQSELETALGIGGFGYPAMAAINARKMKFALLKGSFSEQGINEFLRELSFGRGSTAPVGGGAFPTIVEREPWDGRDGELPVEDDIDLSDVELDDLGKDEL
PglD inh – PglD (C. jejuni) enzyme inhibition. purified PglD enzyme, DTNB colorimetric CoA detection. inhibition, % at 12.5 µM. 360,000 tested, 0.098% active. AID 602405; in the data active = inhibition above about 16%, passing the limit was not always enough; inconclusive = no clear call, values can overlap the other calls; note: strong numbers were not always called active
Statin myotox sup – suppression of simvastatin myotoxicity; C2C12 myotubes + simvastatin, ATP luminescence, 48 h; scaled: DMSO 0, geranylgeraniol control 100; rescue of ATP level, % at 7.49 µM; 330,000 tested, 0.78% active; AID 602340;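 active = mean ATP rescue above about 67%, or every replicate alone reaching that limit, limit read from the data, passing the limit was not always enough; inconclusive = no clear call, values can overlap the other calls; inactive = mean under the limit and some replicate under it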;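 note: myotubes were challenged with 10 µM simvastatin during compound exposure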
SIRT5 block – inhibitors of human sirtuin-5 desuccinylase | Purified SirT5, succinyl-peptide AMC, trypsin-coupled fluorescence | inhibition, % at 15 µM | 330,000 tested, 1.1% active; in the data active = inhibition above about 15%; inconclusive = no clear call, values can overlap the other calls
E-selectin induc – E-selectin induction on HUVECs | P16581 | AID 686992 | 260,000 tested, 0.37% active | activation, % at 7.58 µM | HUVEC E-selectin immunofluorescence imaging; normalized: neutral wells 0, TNF-alpha wells 100;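 active = mean E-selectin-positive cell signal at least 10% of the positive control, reached in at least 60% of replicates, without over 20% cell loss; inconclusive = no rule given, readout overlaps actives, possibly toxicity-flagged; inactive = the rest, including those meeting only one limit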;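 note: in these data hits start at about 27%; measured in HUVEC primary endothelial cells; signal is the percent of cells scored E-selectin positive by PE staining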
Target sequence (P16581 whole entry, looked up): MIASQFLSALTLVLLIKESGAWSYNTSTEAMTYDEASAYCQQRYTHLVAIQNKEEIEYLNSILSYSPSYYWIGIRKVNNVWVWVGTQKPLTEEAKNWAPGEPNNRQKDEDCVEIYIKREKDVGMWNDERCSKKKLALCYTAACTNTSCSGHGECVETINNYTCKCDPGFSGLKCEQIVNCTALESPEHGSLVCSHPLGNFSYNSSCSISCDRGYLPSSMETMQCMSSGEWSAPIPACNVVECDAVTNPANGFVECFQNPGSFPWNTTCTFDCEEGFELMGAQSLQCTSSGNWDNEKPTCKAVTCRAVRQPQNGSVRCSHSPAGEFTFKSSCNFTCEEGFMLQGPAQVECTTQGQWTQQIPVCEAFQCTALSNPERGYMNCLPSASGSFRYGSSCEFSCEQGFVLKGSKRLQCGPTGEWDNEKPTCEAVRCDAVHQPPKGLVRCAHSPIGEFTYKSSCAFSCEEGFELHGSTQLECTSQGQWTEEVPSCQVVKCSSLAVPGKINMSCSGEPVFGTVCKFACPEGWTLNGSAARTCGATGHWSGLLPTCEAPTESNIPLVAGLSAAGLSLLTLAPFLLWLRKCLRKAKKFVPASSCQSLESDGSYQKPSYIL
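System: HUVEC, human umbilical vein endothelial cells; quantity: 3,000 cells/well; buffer or medium: EGM-2 medium, gelatin-coated wells; dosing: single-point compound dose; detection: immunofluorescence imaging; evaluation: % PE-positive cells; benchmarks: TNF-alpha, DMSO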
An asterisk follows results filed as active; u = inconclusive; x = no result given.

SMILES	DENV2 CPE	S100A4 MyoIIA	ERp5 inh	PglD inh	Statin myotox sup	SIRT5 block	E-selectin induc
CN(Cc1cccnc1)C(=O)CC1C(=O)NCCN1CC(c1ccccc1)c1ccccc1 (centres undefined)	x	-6	0	x	x	-2	x
Cc1c(NC(=O)CSc2nnnn2-c2ccc(F)cc2)c(=O)n(-c2ccccc2)n1C	0	2	2	4	3	0	5.4
C=CC[C@@H](Cc1ccc(F)cc1)C(=O)OC[C@@H]1CCCN1C(=O)[C@@H](CC=C)CC(=O)N[C@@H](CO)Cc1ccccc1	-6	0	2	4	10	x	x
Cn1nnnc1NC(=O)c1ccccc1Cl	u	1	-3	3	4	5	0.6
COC(=S)Nc1cccc(C(F)(F)F)c1	-10	-2	2	4	x	0	-0.1
O=C(CN1C(=O)NC2(CCCC2)C1=O)OCCOc1cccc(Br)c1	-7	-1	-3	x	x	0	-1.5
Cc1ccccc1CSc1nnc(-c2ccncc2)n1C	8	-2	0	x	x	-2	-0.1
COc1ccc(C2CC(c3cccs3)=NN2C(=O)CSc2nnnn2C)cc1OC (centres undefined)	0	-4	0	x	x	0	x
O=C(Nc1ccc(F)c(Cl)c1)c1ccc2nc([C@@H]3O[C@H](CO)[C@H](O)[C@H](O)[C@H]3O)[nH]c2c1	-4	-14	2	8	-1	x	-0.1
COc1ccc(N2C(S)=C(C#N)C(=O)NC23CCCCC3)cc1	3	0	6	x	x	1	0.6
COc1cc(OC)c(NC(=S)Nc2cc(Cl)cc(Cl)c2)cc1Cl	x	0	-9	x	x	1	x
NC(=O)c1ccc(NC(=O)COC(=O)CCSc2ccccc2)cc1	-3	-3	-1	2	-6	-4	1.1
C[C@H]1CN([C@@H](C)CO)C(=O)c2cc(NC(=O)C3CCCCC3)ccc2O[C@@H]1CN(C)C(=O)Nc1ccccc1	-9	-23	0	11	6	-2	0.5
CCn1cc(/C=C(\NC(=O)c2ccccc2OC)C(=O)NCCN2CCOCC2)c2ccccc21	22*	-1	2	3	-4	1	-0.1
CSc1c(CN2CCN(C)CC2)c2ccccc2n1C	-4	-18	12	7	x	4	1.6
CCNC(=S)N(CCN(CC)CC)Cc1cc2cc3c(cc2[nH]c1=O)OCO3	3	2	2	-8	-6	-8	x
Nc1nnc(SCC(=O)NNC(=O)c2ccccc2)s1	4	-1	-1	x	-12	-1	x
Cc1ccc(/C=N/NC(=O)c2nnn(-c3nonc3N)c2CSc2ccc(Cl)cc2)o1	3	3	-4	x	-3	-1	0.2
COc1cc(/C=C(/NC(=O)c2ccc(Cl)cc2Cl)C(=O)O)cc(OC)c1OC	u	0	-7	-3	4	1	-0.9
COc1ccc(Br)cc1C(=O)Nc1ccccc1N1CCN(C(=O)c2ccccc2)CC1	3	-3	-1	x	x	-5	2.6
CCCC(=O)N(CCN1CCOCC1)c1nc2c(C)ccc(C)c2s1	-6	-8	1	0	-1	-5	0.0
CN(C)CCNC(=O)Cn1ccc2cc(S(=O)(=O)N3CCCCC3)ccc21	-2	2	5	1	2	0	x
C[C@@H]1CN([C@@H](C)CO)C(=O)c2cc(C#Cc3ccc(F)cc3)cnc2O[C@H]1CN(C)C(=O)Nc1ccc(F)cc1	7	-1	-7	-1	51	0	0.2
COc1ccccc1C(=O)NCC(=O)Nc1ccc2c(c1)OCO2	-3	1	-4	1	-1	-3	0.0
COc1ccc(NS(=O)(=O)c2cccc(C(=O)NCc3ccccc3CN3CCCC3)c2)cc1	-4	1	0	-2	-19	-4	x
COc1cc(OC)c(OC)cc1CNC(=O)c1cc(S(=O)(=O)N2CCOCC2)ccc1F	-3	1	1	2	-16	1	x
Cc1cc(-c2ccccc2)nc(N2CCN(c3ccccn3)CC2)n1	x	0	-1	1	10	-8	x
C[C@H]1CN([C@@H](C)CO)C(=O)c2cc(NS(=O)(=O)c3ccccc3)ccc2O[C@@H]1CN(C)C	0	-1	2	-16	-8	3	x
CCc1ccccc1N1CC(C(=O)Nc2cc(C)on2)CC1=O (centres undefined)	-6	-4	0	-7	40	1	0.1
O=C(c1cc(COc2c(F)cccc2F)on1)N1CCC(c2ccccc2Cl)C1 (centres undefined)	2	-5	-2	x	-1	0	0.1

Single entries from the results shown:
For PglD inh, `CCCC(=O)N(CCN1CCOCC1)c1nc2c(C)ccc(C)c2s1` reads 0
For ERp5 inh, `O=C(c1cc(COc2c(F)cccc2F)on1)N1CCC(c2ccccc2Cl)C1` (centres undefined) reads -2

Carrying on.
SMILES	DENV2 CPE	S100A4 MyoIIA	ERp5 inh	PglD inh	Statin myotox sup	SIRT5 block	E-selectin induc
CCOC(=O)N1CCN(C(=O)c2ccc(Cl)c(S(=O)(=O)N3CCCC3)c2)CC1	-6	1	8	-2	-6	-9	-0.3
COc1cccc(-c2cccc(-c3nc(C(=O)N(C)C)cc4c3[C@H](CCO)N([S@@](=O)C(C)(C)C)C4)c2)c1	6	-65	-5	-2	7	1	-0.1
Cc1ccc(C(=O)NNC(=O)CSc2n[nH]c(-c3cccnc3)n2)cc1	-3	-5	3	x	x	-6	x
CS(=O)(=O)Nc1ccc2c(c1)[C@H]1C[C@H](CC(=O)NCCN3CCCCC3)O[C@@H](CO)[C@H]1O2	2	3	1	0	2	-1	-0.3
CC(C)c1ccc(NC(=O)CCc2ccccc2)cc1	14	-5	2	-2	-44	0	x
COc1ccc(C(=O)Nc2ccc(CN3C(=O)[C@]4(O[C@H](CC(=O)N5Cc6ccccc6C[C@H]5CO)[C@@H]([Si](C)(C)c5ccc(OC)cc5)[C@@H]4C)c4ccccc43)cc2)cc1	0	-8	0	-9	x	0	x
O=c1c2ccccc2nc2n1CCO2	-2	-1	6	6	4	-4	0.0
O=C(NCc1ccccc1)C1=C[C@H](c2coc3ccccc3c2=O)C[C@H](OCCCCO)O1	2	0	6	4	-4	4	-0.2
CCN(CC)CCCNC(=O)c1nn2c(C(F)(F)F)cc(-c3ccccc3)nc2c1Cl	3	0	3	1	-1	2	-0.2
O=C(c1ccc(CNc2c(N3CCCC3)c(=O)c2=O)cc1)N1CCN(C2CCCCC2)CC1	78*	3	1	-1	-15	2	0.5
C=CC1=CCN(S(=O)(=O)C(C)(C)C)[C@H]1CCO	0	-2	1	4	-4	7	4.5
CCc1ccc(S(=O)(=O)/N=C2\C=C(Nc3cccc(C(=O)O)c3)C(=O)c3ccccc32)cc1	0	0	0	0	-313	-3	-0.1
CC(C)NC(=O)Nc1ccc2c(c1)CC(=O)N([C@H](C)CO)C[C@@H](C)[C@@H](CN(C)C)O2	-3	12	-5	-7	0	-5	-0.1
CCc1ccc(S(=O)(=O)Nc2nccs2)cc1	3	-5	-1	-3	-2	1	1.0
CCN(C[C@H]1N[C@@](Cc2ccccc2)(C(=O)OC)[C@H]2C(=O)N(Cc3ccccc3)C(=O)[C@@H]12)C(=O)C1CCCCC1	2	1	-2	-3	-4	-1	-0.6

Laid out differently: results already given.
structure | DENV2 CPE | S100A4 MyoIIA | ERp5 inh | PglD inh | Statin myotox sup | SIRT5 block | E-selectin induc
CCOC(=O)N1CCN(C(=O)c2ccc(Cl)c(S(=O)(=O)N3CCCC3)c2)CC1 | -6 | 1 | 8 | -2 | -6 | -9 | -0.3
CCN(CC)CCCNC(=O)c1nn2c(C(F)(F)F)cc(-c3ccccc3)nc2c1Cl | 3 | 0 | 3 | 1 | -1 | 2 | -0.2
O=C(NCc1ccccc1)C1=C[C@H](c2coc3ccccc3c2=O)C[C@H](OCCCCO)O1 | 2 | 0 | 6 | 4 | -4 | 4 | -0.2

Some of these compounds in order of count of non-hydrogen atoms, ascending.
SMILES	DENV2 CPE	S100A4 MyoIIA	ERp5 inh	PglD inh	Statin myotox sup	SIRT5 block	E-selectin induc
COc1ccccc1C(=O)NCC(=O)Nc1ccc2c(c1)OCO2	-3	1	-4	1	-1	-3	0.0
CC(C)NC(=O)Nc1ccc2c(c1)CC(=O)N([C@H](C)CO)C[C@@H](C)[C@@H](CN(C)C)O2	-3	12	-5	-7	0	-5	-0.1
CCN(C[C@H]1N[C@@](Cc2ccccc2)(C(=O)OC)[C@H]2C(=O)N(Cc3ccccc3)C(=O)[C@@H]12)C(=O)C1CCCCC1	2	1	-2	-3	-4	-1	-0.6

(next part)
SMILES	DENV2 CPE	S100A4 MyoIIA	ERp5 inh	PglD inh	Statin myotox sup	SIRT5 block	E-selectin induc
C[C@@H]1CN([C@H](C)CO)C(=O)Cc2cc(NS(=O)(=O)c3ccc(F)cc3)ccc2O[C@H]1CN(C)S(=O)(=O)c1ccccc1	2	0	1	-3	14	5	0.0
CC(=O)NCCc1nc2cc(NC(=O)c3ccccc3)ccc2n1C	-14	-4	2	-8	9	-2	-0.1
COc1ccc(C(=O)Nc2ccc3c(c2)C(=O)N(C)C[C@@H](OC)[C@@H](C)CN[C@@H](C)CO3)cc1	-2	5	4	2	-6	-3	-0.3
CC(=O)c1c(C)n(-c2ccc(Cl)cc2)c2ccc(O)cc12	-2	-4	3	x	13	-3	x
CCOC(=O)[C@]12CCC=C1N(Cc1ccc3c(c1)OCO3)C(=O)[C@H](CC(=O)N1CCC(c3ccccc3)CC1)C2	11	-9	5	x	x	10	0.1
COc1ccc(C)cc1NC(=O)CN1C(=O)COc2ccc(S(=O)(=O)N3CCCCC3)cc21	2	-5	x	-2	53	-1	0.0
Cc1ccnc(NC(=O)CC(NC(=O)c2ccccc2Cl)c2ccccc2)c1 (centres undefined)	x	3	-4	3	8	-6	x
CC(C)C(=O)NNC(=O)CSc1nnnn1C(C)C	x	2	4	5	8	0	x
C=C(C)C(=O)O[C@H]1C/C(C)=C\C(=O)/C=C(\C)[C@H](O)[C@@H]2OC(=O)C(=C)[C@@H]21	10	4	-7	3	-185	x	-0.6
Cc1cc(C)n(-c2cc(N3CCOCC3)ncn2)n1	3	3	-4	0	-6	-5	0.3
NC(=O)COC(=O)CC1CC2CCC1C2 (centres undefined)	-4	-7	0	x	-2	-1	0.6
CC(=O)N=c1c(C#N)cc2c(=O)n3ccccc3nc2n1CCCOC(C)C	-3	1	4	-1	x	-60	0.5
O=C(C[C@H]1C=C[C@@H](NC(=O)Cc2ccccn2)[C@H](CO)O1)NCCc1ccccc1	-1	28	x	0	-2	10	0.0
CCOc1ccc(/C=N\NC(=O)c2c(C)nc3cc(C)ccn23)cc1	-4	-29	0	0	-7	0	0.0
CCSc1nc2sc3c(c2c(=O)n1-c1ccc(OC)cc1)CCN(C)C3	7	1	8	0	101*	3	-0.1
CCN(CC)CCNc1nc2nonc2nc1NCCN(CC)CC	2	11	-6	0	-22	-3	3.8
O=C(O)CSC(C(=O)Nc1ccc(Br)cc1)c1ccccc1 (centres undefined)	-4	-7	6	x	x	-7	x
CN(C)CCCNC(=O)[C@H]1[C@H](CO)[C@H]2Cn3c(ccc(-c4ccccc4)c3=O)[C@H]2N1C	4	7	3	0	-7	-1	0.0
C[C@H]1CN([C@@H](C)CO)C(=O)c2cccc(NC(=O)c3cnccn3)c2O[C@@H]1CN(C)CC1CCCCC1	-4	-4	0	-3	6	-2	-0.3
O=C(NNC(=O)c1cc(-c2ccncc2)nc2ccccc12)Nc1ccc(F)cc1	u	1	1	2	-9	0	0.6
Cc1ccc(C)c(N(CC(=O)NC(C)(C)C)C(=O)CNC(=O)c2cccs2)c1	2	3	4	x	x	-6	x

Of the compounds above, these contain a cyano group.
SMILES	DENV2 CPE	S100A4 MyoIIA	ERp5 inh	PglD inh	Statin myotox sup	SIRT5 block	E-selectin induc
COc1ccc(N2C(S)=C(C#N)C(=O)NC23CCCCC3)cc1	3	0	6	x	x	1	0.6
CC(=O)N=c1c(C#N)cc2c(=O)n3ccccc3nc2n1CCCOC(C)C	-3	1	4	-1	x	-60	0.5

Bioassay records as filed in PubChem.

The list is partial; count on the stated rates, not on these rows.
